From PubChem
FBPA Giardia inh = Giardia lamblia aldolase inhibition. purified Giardia FBPA. Potency, µM (doses to about 59.6 µM), for inactives: at the top dose activity, negative = inhibition, most hits filed as inhibitors. AID 2451. hit rate 0.71% among 290,000. A8B2U2; also: potency is read from the fitted curve at half-maximal effect; % is scaled to controls: 0 for no effect and ±100 for the full control effect; nearly all actives have a fitted effect of over 55% in size
Target sequence (A8B2U2 whole entry, looked up): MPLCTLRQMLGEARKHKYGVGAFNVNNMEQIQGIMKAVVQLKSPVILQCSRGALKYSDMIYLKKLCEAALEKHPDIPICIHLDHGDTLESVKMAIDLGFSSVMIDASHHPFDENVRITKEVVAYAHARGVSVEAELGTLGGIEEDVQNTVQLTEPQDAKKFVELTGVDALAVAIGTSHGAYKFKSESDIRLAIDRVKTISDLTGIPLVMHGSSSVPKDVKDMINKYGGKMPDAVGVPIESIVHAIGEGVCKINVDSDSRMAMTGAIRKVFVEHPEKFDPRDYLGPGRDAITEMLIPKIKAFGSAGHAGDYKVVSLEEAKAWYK
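40 nM FBPA preincubated 10 min at RT with compound (up to 57.5 uM final), then substrate plus GAPDH/TPI/NAD/arsenate coupling and diaphorase/resazurin added. Fluorescence read after 20 min at RT, 525/598 nm.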
Pf growth 48h = inhibits P. falciparum growth in the first generation, 48 h; AID 504832; Potency, µM (doses to about 28.7 µM), without a hit: at the highest dose activity change, negative = inhibition, most hits filed as inhibitors; P. falciparum luciferase growth in erythrocytes, 48 h; hit rate 5.9% among 310,000; also: potency is read from the fitted curve at half-maximal effect; % is scaled to controls: 0 for no effect and ±100 for the full control effect
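A one-generation exposure of luciferase-tagged malaria parasites in RPMI 1640/Albumax erythrocyte culture, 37 C and 5% CO2. Inhibition is inferred from decreased luminescence after adding detection reagent.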
Sm TGR inh = S. mansoni TGR enzyme inhibition. Q962Y6. purified TGR, DTNB reduction, TNB absorbance 405 nm. Potency, µM (titrated, usually from 114 µM), for inactives: at the highest dose activity change, negative = inhibition, hits mostly inhibitors. hit rate 3% among 360,000; also: potency is read from the fitted curve at half-maximal effect; % is scaled to controls: 0 for no effect and ±100 for the full control effect; nearly all actives have a fitted effect of over 60% in size
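Kinetic colorimetric format: TGR-catalysed, NADPH-driven DTNB reduction monitored via TNB absorbance. Enzyme dispensed at 20 nM; compound exposure 15 min at room temperature before reaction start.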
Shiga toxin inh = inhibitors of Shiga toxin in Vero cells; inhibition, % at 38.7 µM; AID 2315; Vero cells, Shiga toxin protein synthesis inhibition reporter; hit rate 9.2% among 290,000; in the data active = inhibition mostly above about 28%, no sharp cut-off; inactive = mostly below about 43%; also: 0% is about no effect
CHX counter = counter-screen hit for Shiga toxin inhibitors, cycloheximide; AID 2314; hit rate 12% among 300,000; cell reporter, cycloheximide protein synthesis inhibition counterscreen; max response, %; in the data active = max response mostly above about 13%, no sharp cut-off; inactive = mostly below about 14%; also: read at 38.3 µM for the half of the compounds with a filed dose; 0% is about no effect
Pf growth 96h = P. falciparum growth inhibition at 96 hour, primary screen for plastid delayed-death inhibitors. P. falciparum luciferase reporter growth, 96 h. AID 504834. hit rate 6.9% among 320,000. Potency, µM (highest dose often 28.7 µM), for the others: top-dose activity change, negative = inhibition, most hits filed as inhibitors; also: potency is read from the fitted curve at half-maximal effect; % is scaled to controls: 0 for no effect and ±100 for the full control effect
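Compounds incubated with erythrocytes infected by luciferase-expressing P. falciparum (2% hematocrit, 0.05% parasitemia final) for 96 hours, 37 C in 5% CO2. Growth inhibition scored as decreased luciferase luminescence.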
* hit, by the source's call; u = inconclusive; x = not tested or not shown; & = joins results of further samples; [ ] = remark or other dose. Unless noted, calls follow the shape of the dose curve; as a rule, active = well fitted curve in the direction sought with a large enough effect; inconclusive = small, poorly fitted or top-dose-only effect, or another doubt; inactive = no such curve, though single readings can be large; an effect the other way counts as inactive or inconclusive.

smiles | FBPA Giardia inh | Pf growth 48h | Sm TGR inh | Shiga toxin inh | CHX counter | Pf growth 96h
Cc1ccc(-n2c(SCC(=O)Nc3cccc(C)c3)nc3c(oc4ccccc43)c2=O)cc1 | 0% | u | 5%&-1% | -1 | -1 | u
CCN(CC)S(=O)(=O)c1cccc(-c2nnc(C(=O)c3ccc(C(F)(F)F)cc3)o2)c1 | 2% | -2% | 0% | -12 | -2 | x
O=C(O)c1cc(NC(=S)NC(=O)C(c2ccccc2)c2ccccc2)ccc1Cl | 23% | u | -24%[57.1 µM] | -28 | -2 | u
CCOc1cccc(OCCOCCNC(C)(C)C)c1 | -29% | 6% | 4% | 8 | -2 | 8%
O=S(=O)(NCC1CN(S(=O)(=O)c2c(F)cccc2F)C1)c1ccc2c(c1)OCCO2 | x | -18% | 0% | -7 | 6 | 6%
Cc1c(NC(=O)c2cccc(NC(=O)COc3ccccc3C#N)c2)c(=O)n(-c2ccccc2)n1C | x | u | -14% | x | x | -7%
COc1ccc(COC(=O)N/N=C/c2cccs2)cc1 | 3% | 25% | -2% | 49* | 25* | 0%
O=C(NS(=O)(=O)c1ccccc1Cl)c1ccc[nH]1 | 7% | -7% | -14% | 10 | -5 | -12%
O=C(Cn1cnc2ccccc2c1=O)NCc1cccs1 | 3% | 4% | -5% | -6 | -3 | 19%
COn1c(C)c(C(C)=O)c2c3no[n+]([O-])c3ccc21 | 4% | 23% | 2% | -13 | -5 | u
CN(C)Cc1c(C(=O)N/N=C/C2CC=CCC2)nnn1-c1nonc1N (configuration not stated) | 2% | 14% | -11% | -8 | -6 | u
COc1ccc(-c2nnc(SCC(=O)Nc3sc4c(c3C#N)CCC4)n2CC2CCCO2)cc1 (configuration not stated) | 7% | -2% | 0% | 0 | 1 | 7%
COc1ccc(CC(=O)N(C)Cc2cccc(F)c2)cc1S(=O)(=O)N1CCOCC1 | x | u | -5% | x | x | 2%
CCCCC#Cc1cncc(C(=O)N/N=C/c2ccccc2)c1 | 4% | 27% | -2% | 7 | -3 | 42%[activator]
CC(c1ccncc1)C(C)c1ccncc1 (configuration not stated) | x | u | -13% | x | x | u

The final two records of the part before lead into the next:
smiles | FBPA Giardia inh | Pf growth 48h | Sm TGR inh | Shiga toxin inh | CHX counter | Pf growth 96h
CCCCC#Cc1cncc(C(=O)N/N=C/c2ccccc2)c1 | 4% | 27% | -2% | 7 | -3 | 42%[activator]
CC(c1ccncc1)C(C)c1ccncc1 (configuration not stated) | x | u | -13% | x | x | u
CC(NC(=O)COC(=O)c1ccccc1Nc1ccccc1)c1ccccc1 (configuration not stated) | -3% | u | 6% | -12 | -4 | u
CS(=O)(=O)N(CC(=O)NC1CCCC1)Cc1ccc(Cl)cc1 | 2% | x | -3% | -7 | -2 | -18%
Cc1cccc(C)c1NC(=O)C1C2C=CC(C2)C1C(=O)NCc1ccccn1 (configuration not stated) | 6% | -7% | -3% | 6 | 6 | x
COc1ccc(Br)cc1CNC(=O)CCN1C(=O)COc2ccccc21 | 0% | 1% | 5% | -7 | -1 | -5%
CC(C)NS(=O)(=O)c1ccc(OCC(N)=O)c(Cl)c1 | 8% | 5% | -6% | 9 | -4 | u
Cc1cc(C(=O)OCC(=O)N(C)c2c(N)n(Cc3ccccc3)c(=O)[nH]c2=O)c(C)n1-c1ccccc1 | x | u | 1% | x | x | u
CCCC[C@@H](C)/C=C(C)/C=C(\C)C(=O)NC1=C[C@@](O)(/C=C/C=C/C=C/C(=O)NC2=C(O)CCC2=O)[C@@H]2O[C@@H]2C1=O | -9% | x | x | 6 | 6 | x
Cc1cc(C)n(CCCNC(=O)CCNS(=O)(=O)c2ccccc2C(F)(F)F)n1 | x | 12% | -4% | 4 | -2 | 20%
CN(C)C(=O)CSc1nc2ccc(N3C(=O)c4ccccc4C3=O)cc2s1 | 2% | 34%[activator] | -12% | -2 | 1 | 4%
COc1cc(-c2nnc(CSc3nnc(Nc4ccc(Oc5ccccc5)cc4)s3)o2)cc(OC)c1OC | 2% | u | 1% | 26 | 15* | u
S=C(Nc1ccc(Oc2ccccc2)cc1)NC1CCCC1 | 5% | -2% | 2% | 3 | 11 | 55%[activator]
COc1ccc(CNC(=O)C2CCC(CNS(=O)(=O)c3cccs3)CC2)cc1 (configuration not stated) | -2% | -13% | -4%&-2% | -9 | -2 | 23%
COc1ccc2c(c1)[nH]c1c(=O)n(/N=C/c3ccc(OC)c(CN4CCCC4)c3)cnc12 | -17% | 4.1µM* | -7% | 15 | -2 | u
Cc1cc(=O)oc2cc(Oc3ncccc3[N+](=O)[O-])ccc12 | -1% | u | 5% | 32 | 8 | u
CCCS(=O)(=O)N1CCC(C(=O)NCCC(C)C)CC1 | 8% | 5% | -3% | 28 | 8 | 33%[activator]

Next part:
SMILES,FBPA Giardia inh,Pf growth 48h,Sm TGR inh,Shiga toxin inh,CHX counter,Pf growth 96h
Cc1c(-c2ccccc2)oc2c(C(=O)OCC(=O)Nc3ccc(F)cc3)cccc2c1=O,11%,11%,-5%,-9,8,13%
O=C(Cc1ccccc1)N/N=C/c1ccc2cccc(O)c2n1,-22%,-9%,0%,38,32*,45%[activator]
c1ccc(CCn2c(SCc3ccccc3)nnc2-c2ccncc2)cc1,1%,u,4%,-12,-5,-16%
O=C(Nc1nnc(-c2ccccc2Cl)s1)c1ccccc1F,5%,4%,28µM*,-1,-2,-21%
CCOC(=O)C1C(=O)C=C(c2cccc(NS(C)(=O)=O)c2)CC1c1ccco1 (configuration not stated),-4%,u,32µM*,39,12,-12%
CC1CCC2(CC1)NC(=O)N(CC(=O)Nc1cccc(S(=O)(=O)N3CCOCC3)c1)C2=O (configuration not stated),0%,-10%,-1%,-8,0,-3%
Cn1cc(CNCc2cnc3ccccn23)c(-c2ccc(Oc3ccccc3)cc2)n1,-3%,u,17%,-6,-1,-4%
C=CCn1c(SCC(=O)c2ccc(Br)cc2)nnc1C(C)NC(=O)Cc1ccc(OC)cc1 (configuration not stated),5%,x,-11%,-14,-1,-13%

(further entries)
SMILES,FBPA Giardia inh,Pf growth 48h,Sm TGR inh,Shiga toxin inh,CHX counter,Pf growth 96h
Cc1ccc2nc(N/N=C/c3ccccc3C#N)nc(-c3ccccc3)c2c1,0%,u,9%,38,4,-72%
C=CCc1cc(C=C2C(=O)N(C)C(=O)N(C)C2=O)cc(OCC)c1OCc1ccccc1,-12%,-10%,32µM*,-54,-1,-11%
COc1ccccc1/C=C/C(=O)NC(=S)N1CCN(C)CC1,x,-1%,-18%,-7,1,u
O=C(CCN1C(=O)c2ccccc2C1=O)Nc1ccc(F)cc1F,3%,11%,2%,18,-5,x
Cc1[nH]c2ccc(-c3n[nH]c(=S)n3-c3ccccc3)cc2c1C,13%,-9%,-8%,-3,-1,47%[activator]
O=S(=O)(NCCCSc1ccccc1)c1ccccc1F,-2%,14%,11%,-3,8,18%
CCOc1cc(C2NC(=O)NC(C)=C2C(C)=O)cc(Cl)c1OCC(=O)O (configuration not stated),2%,x,7%,4,0,2%
CCCC(CCC)C(=O)NNc1cc(=O)c2c(=O)n(C)c(=O)n(C)c2[nH]1,0%,0%,-27%,-3,-2,71%[activator]

The list goes on.
SMILES,FBPA Giardia inh,Pf growth 48h,Sm TGR inh,Shiga toxin inh,CHX counter,Pf growth 96h
Cc1ccc(S(=O)(=O)N2CN3CCN(C3)C2)cc1,-6%,24%,0%,-13,-5,4%
CC(C)C(NS(=O)(=O)c1cccc(C(F)(F)F)c1)C(=O)NCc1cccs1 (configuration not stated),x,u,-33%,x,x,u
Cc1ccc(NS(=O)(=O)c2cc(Br)cnc2N)c(Cl)c1,0%,2%,-1%,-12,-2,-12%
COc1ccc(C2CC(c3cccs3)=NN2C(=O)CN2CCCCC2)cc1 (configuration not stated),8%,-1%,10%,26*,11,-25%[5.75 µM]
CC[C@@H]1[C@H]2CCCC(=O)N3CC[C@@H](C[C@@H]1OC(=O)NCc1ccccc1)[C@@H]23,22%,29%,35µM*,-10,-2,u
Cc1cc(OC2CCCCC2)nc(-c2ccccc2O)n1,19%,-6%,2%,9,6,55%[activator]
CN(C)/C=c1\sc2c(C#N)cc(C(=O)c3ccc(Br)cc3)n2c1=O,-3%,-11%,-15%,-21,-4,-27%
CN(Cc1ccccc1)S(=O)(=O)c1ccc(Cl)c(C(=O)N2CCC2)c1,x,-18%,1%,x,x,u

The list goes on:
SMILES,FBPA Giardia inh,Pf growth 48h,Sm TGR inh,Shiga toxin inh,CHX counter,Pf growth 96h
CN(C)S(=O)(=O)c1cccc(NC(=S)N(CCC#N)Cc2cccnc2)c1,0%,-6%,-9%,-4,-3,2%
Cc1cc(NC(=O)COc2ccc(Cl)cc2Cl)n(-c2ccccc2)n1,4%,u,10%,17,2,u
Cc1ccc(NC2=CC(=O)CC(C)(C)C2)cc1Cl,-6%,-19%,3%,26,8,16%
COc1ccc(C2/C=C\CN(Cc3ccc(N(C)C)cc3)CC(=O)N2Cc2ccc(F)cc2)cc1 (configuration not stated),2%,u,0%,-3,-4,u
COC(=O)NCCOc1nc(N(C)C)nc(N(C)C)n1,-2%,66%[activator],6%,4,-1,31%[activator]
O=C(/C=C/c1cccs1)N1CCC2(CC1)Oc1ccc(Cl)cc1C(=O)C21CC(c2cccnc2)=NO1 (configuration not stated),-2%,13µM*,1%,-8,-2,12µM*
CCCC1C(C(=O)OCC)=C(C)NC(C)=C1C(=O)OCC,3%,u,-22%,26,-3,9%

A second format for 5 compounds above.
Order of results – FBPA Giardia inh	Pf growth 48h	Sm TGR inh	Shiga toxin inh	CHX counter	Pf growth 96h
- Cc1cc(NC(=O)COc2ccc(Cl)cc2Cl)n(-c2ccccc2)n1
 : 4%	u	10%	17	2	u
- CCCC1C(C(=O)OCC)=C(C)NC(C)=C1C(=O)OCC
 : 3%	u	-22%	26	-3	9%
- Cc1ccc(NC2=CC(=O)CC(C)(C)C2)cc1Cl
 : -6%	-19%	3%	26	8	16%
- CN(C)S(=O)(=O)c1cccc(NC(=S)N(CCC#N)Cc2cccnc2)c1
 : 0%	-6%	-9%	-4	-3	2%
- COc1ccc(C2/C=C\CN(Cc3ccc(N(C)C)cc3)CC(=O)N2Cc2ccc(F)cc2)cc1 (configuration not stated)
 : 2%	u	0%	-3	-4	u

Not a hit list, and some 24% of all compounds hit somewhere here.
